Compound activity deposited in PubChem by several laboratories.
CHRM4 agonist – CHRM4 agonism in calcium assay; CHO-K1 hM4/Gqi5, Fluo-8 calcium fluorescence; vehicle 0%, full acetylcholine response 100%; hit rate 0.14% among 360,000; activation, % at 3 µM; AID 624127; P08173;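 active means activation above the run mean over all test wells plus 3 SD, cut at about 32% in these data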;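 further: peak over basal fluorescence ratio per well then scaled between controls; 0% = DMSO wells and 100% = acetylcholine at EC100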
Target sequence (P08173 whole entry, looked up): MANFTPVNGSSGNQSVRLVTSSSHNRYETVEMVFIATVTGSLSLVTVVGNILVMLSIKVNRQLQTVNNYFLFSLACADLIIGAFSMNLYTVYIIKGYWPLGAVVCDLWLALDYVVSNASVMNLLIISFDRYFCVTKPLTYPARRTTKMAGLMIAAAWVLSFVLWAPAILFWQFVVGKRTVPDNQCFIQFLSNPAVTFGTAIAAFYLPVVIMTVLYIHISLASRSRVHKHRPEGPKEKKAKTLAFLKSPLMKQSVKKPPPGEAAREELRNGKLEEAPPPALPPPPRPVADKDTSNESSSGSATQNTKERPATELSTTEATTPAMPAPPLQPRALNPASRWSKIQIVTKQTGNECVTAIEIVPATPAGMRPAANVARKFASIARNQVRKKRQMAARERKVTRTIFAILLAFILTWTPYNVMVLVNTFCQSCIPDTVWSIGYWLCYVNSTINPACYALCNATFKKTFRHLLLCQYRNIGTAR
CHRM4 antagonist – antagonists of human muscarinic M4 receptor (CHRM4); hit rate 0.73% among 360,000; CHO-hM4 cells, ACh EC80, Fluo-8 calcium fluorescence; AID 624125; P08173; inhibition, % at 3 µM;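 active means inhibition above its plate's cutoff, the mean inhibition of sample wells plus 3 SD, cut at about 27% in these data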;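 further: 0% = acetylcholine EC80 with DMSO and 100% = DMSO without agonist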
CRFBP-R2 block – blocks CRF-induced signaling of the CRF-BP/CRF-R2 complex; HEK293 CRF-R2/CRF-BP, CRF-induced calcium fluorescence; inhibition, % at 11.8 µM; hit rate 0.59% among 350,000;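 active means inhibition of the ligand-induced calcium signal above about 50% at the single tested concentration, limit read from the data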
CHRM5 agonist – agonists of human muscarinic M5 receptor (CHRM5). hit rate 0.19% among 360,000. activation, % at 3 µM. CHO-K1 hM5 cells, Fluo-8 calcium fluorescence; 0% DMSO wells, 100% maximal acetylcholine response. AID 624037;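 active means activation above the run's mean over test compounds plus 3 SD, cut at about 23% in these data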;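 further: signal is peak over basal fluorescence ratio across the kinetic read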
M4 PAM – CHRM4 positive allosteric modulation. P08173. CHO-K1 hM4/Gqi5, Fluo-8 calcium fluorescence, ACh EC20; 0% = ACh EC20, 100% = maximal ACh. activation, % at 3 µM. hit rate 0.4% among 360,000. AID 624126;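 active means activation above its plate's cutoff, the mean activation of sample wells plus 3 SD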; further: some results filed as inactive read as strong as hits
CRFBP-R2 agonist – CRF-BP/CRF-R2 complex agonism. hit rate 0.46% among 350,000. activation, % at 13.2 µM. HEK293 CRF-R2/CRF-BP, calcium dye fluorescence (FLIPR); percent of saturating CRF peptide response;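 active means activation of at least 50%, plus an integration ratio under a set limit after plate pattern correction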;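 further: plate controls were neutral control wells without compound for no effect and CRF at EC100 for full effect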
M1 PAM – positive allosteric modulators of human M1 muscarinic receptor; P11229; CHO-K1 hM1, Fluo-8 calcium fluorescence, ACh EC20; 0% = ACh EC20, 100% = maximal ACh; activation, % at 3 µM; hit rate 0.088% among 360,000; in the data active means activation above about 19%, passing the limit was not always enough
Target sequence (P11229 whole entry, looked up): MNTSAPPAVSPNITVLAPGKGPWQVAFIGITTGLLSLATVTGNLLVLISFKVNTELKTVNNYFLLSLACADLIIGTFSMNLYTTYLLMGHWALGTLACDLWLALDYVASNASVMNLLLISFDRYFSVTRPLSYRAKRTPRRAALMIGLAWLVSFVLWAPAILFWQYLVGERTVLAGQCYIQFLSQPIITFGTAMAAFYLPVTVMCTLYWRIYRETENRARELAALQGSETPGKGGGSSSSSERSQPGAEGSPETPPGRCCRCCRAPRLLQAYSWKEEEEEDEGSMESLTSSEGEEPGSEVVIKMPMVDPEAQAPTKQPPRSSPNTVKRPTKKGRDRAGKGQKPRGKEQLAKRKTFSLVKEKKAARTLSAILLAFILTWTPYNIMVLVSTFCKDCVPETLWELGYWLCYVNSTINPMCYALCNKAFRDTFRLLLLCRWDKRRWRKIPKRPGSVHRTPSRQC
M5 antag – antagonists of human muscarinic M5 receptor (CHRM5); P08912; inhibition, % at 3 µM; hit rate 0.59% among 360,000; AID 624040; CHO-hM5 cells, Fluo-8 calcium fluorescence, ACh EC80;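 active means inhibition above a per-plate cutoff, the mean of that plate's test compounds plus 3 SD, cut at about 27% in these data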;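 further: 0% = acetylcholine EC80 with DMSO and 100% = DMSO without agonist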
M5 PAM – potentiates acetylcholine response at human M5 receptor; activation, % at 3 µM; hit rate 0.3% among 360,000; CHO-K1 hM5, Fluo-8 calcium, ACh EC20 PAM; 0% = ACh EC20, 100% = ACh EC100;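 active means activation above the run cutoff, the mean activation of all test compounds plus 3 SD, cut at about 18% in these data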
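system = human M5 receptor in CHO-K1 cells | reagent = EC20 acetylcholine as agonist stimulus | compound dosing = single-point, 3 µM nominal | incubation = Fluo-8 loading 80 min at 37 °C plus 30 min room temperature | detection = Fluo-8 calcium dye fluorescence, kinetic read | benchmarks = low control EC20 acetylcholine (0%), high control EC100 acetylcholine (100%)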
* hit, by the source's call; x = no result given.

CHRM4 agonist | CHRM4 antagonist | CRFBP-R2 block | CHRM5 agonist | M4 PAM | CRFBP-R2 agonist | M1 PAM | M5 antag | M5 PAM | SMILES
0 | 7 | 16 | -4 | -9 | -3.5 | 8 | 6 | -4 | COc1cc(C(=O)Oc2c(CN3CCOCC3)cc(Cl)c3cccnc23)cc(OC)c1OC
4 | 6 | -8 | -10 | -6 | 1.6 | -1 | 1 | -5 | CC(C)N(Cc1ccccc1)CC(O)COc1ccc(S(=O)(=O)N2CCOCC2)cc1Cl (stereo not given)
1 | -7 | -13 | 2 | 0 | -1.3 | -3 | 3 | 0 | Oc1ccc(C2CNCc3sccc32)cc1O (stereo not given)
1 | -6 | 4 | -5 | -3 | 1.2 | 7 | -8 | 1 | Cc1occc1-c1nnc(SCC(=O)Nc2ccc3c(c2)OCO3)n1CC1CCCO1 (stereo not given)
0 | 17 | 4 | -17 | -9 | -0.5 | 7 | 3 | -11 | Clc1cc2c(c(Cn3cnc4ccccc43)c1)OCOC2
1 | -4 | 16 | -5 | 4 | 1.2 | 9 | 1 | -4 | COc1ccc(OC)c(NC2=NC3(CCCCC3)N=C(N)N2)c1
1 | -1 | 14 | 0 | 1 | -3.1 | 0 | -1 | -1 | CCC(=O)N1CCc2cc(S(=O)(=O)NCCC(=O)N3CCN(Cc4ccccc4)CC3)ccc21
3 | -3 | 1 | 2 | 6 | 0.2 | 4 | -5 | 7 | CCOc1ccc(Nc2nc(Cc3nnc(SCC(N)=O)o3)cs2)cc1
0 | -8 | 15 | 5 | -1 | -3.3 | -3 | 7 | -3 | COc1ccc(Oc2c(OC)cc([N+](=O)[O-])c3ncccc23)cc1
4 | -11 | 21 | 0 | -8 | -2.2 | -8 | 12 | -14 | O=C(CSc1nc(-c2ccc(Cl)cc2)cs1)Nc1cccc([N+](=O)[O-])c1
1 | 9 | 1 | -7 | -1 | 0.1 | 1 | 14 | -2 | CCOC(=O)[C@H]1[C@H]2COc3cc(OC)ccc3[C@@H]2N2C(=O)N(c3cccc(F)c3)C(=O)[C@@]12C
0 | 9 | -1 | -1 | -1 | -0.2 | 10 | -8 | 12 | C=CCn1c(N)c(C(=O)NCC2CCCO2)sc1=S (stereo not given)
0 | -15 | 7 | 2 | 12 | -0.5 | 13 | 11 | -6 | CCCOc1ccc(C(=O)NNC(=O)CCNC(=O)c2ccccc2Cl)cc1OC
14 | -9 | -25 | 17 | -6 | 17 | -4 | 10 | -5 | Cc1ccc(NS(=O)(=O)c2ccc(C(=O)OCC(=O)N3CCCCC3)cc2)cc1
5 | -5 | 9 | 0 | 1 | -0.6 | -1 | 7 | -4 | COc1cccc(CC(=O)OCc2csc(CC(=O)Nc3ccccc3C)n2)c1
1 | -3 | -8 | -3 | 5 | -0.1 | 3 | -8 | 8 | COCc1cc(C)nc(OCC(=O)N/N=C/c2cccc(OC)c2)c1C#N
3 | -14 | -11 | -1 | -2 | -1.8 | 10 | 6 | -2 | Cc1cc(C2(O)C(=O)Nc3ccccc32)ccc1F (stereo not given)
5 | 5 | -12 | 1 | 2 | 0.6 | -12 | 5 | -8 | COc1ccccc1NC(=O)CN1CCN(CC(=O)Nc2ccc(OCc3ccccc3)cc2)CC1
0 | 13 | -4 | 2 | -5 | 4.0 | 8 | -8 | 2 | N#CC1=C(N)N(c2ccccc2)C2=C(C(=O)CCC2)C1c1cccs1 (stereo not given)
3 | 8 | 4 | -4 | 0 | 0.9 | -1 | 8 | -8 | O=C(NCCCN1CCN(c2cccc(Cl)c2)CC1)c1nc(-c2ccncc2)no1

Whole records, quoted from the list. Order of screens: CHRM4 agonist | CHRM4 antagonist | CRFBP-R2 block | CHRM5 agonist | M4 PAM | CRFBP-R2 agonist | M1 PAM | M5 antag | M5 PAM
Profile of COCc1cc(C)nc(OCC(=O)N/N=C/c2cccc(OC)c2)c1C#N = 1 | -3 | -8 | -3 | 5 | -0.1 | 3 | -8 | 8
Profile of CCOC(=O)[C@H]1[C@H]2COc3cc(OC)ccc3[C@@H]2N2C(=O)N(c3cccc(F)c3)C(=O)[C@@]12C = 1 | 9 | 1 | -7 | -1 | 0.1 | 1 | 14 | -2

Continuation.
CHRM4 agonist | CHRM4 antagonist | CRFBP-R2 block | CHRM5 agonist | M4 PAM | CRFBP-R2 agonist | M1 PAM | M5 antag | M5 PAM | SMILES
2 | 2 | -36 | 1 | -1 | 2.6 | 12 | 11 | 5 | CCOc1ccccc1NC(=O)c1cc(C(=O)c2cc(Br)ccc2O)coc1=N
3 | 2 | -21 | 1 | -5 | 0.2 | 2 | 2 | -9 | COc1cccc(CNC(=O)c2nnn(-c3ccc(OC(F)(F)F)cc3)c2N)c1
2 | -2 | 22 | -2 | -5 | 1.3 | -8 | 15 | -6 | CCC[C@@H]1C[C@@]1(CCC)[C@@H](NC(=O)c1ccccc1)c1ccc(C(=O)OC)cc1
1 | 5 | 32 | -10 | -11 | 1.0 | 0 | -8 | 3 | CCNC(=O)c1ccc(C2SCC(=O)N2Cc2ccco2)cc1 (stereo not given)
0 | -5 | 14 | -1 | -2 | -1.1 | 1 | 4 | -2 | O=C(O)CCNS(=O)(=O)c1ccc2c(c1)OCCCO2
1 | -2 | 14 | -1 | 7 | -3.4 | 10 | 0 | 10 | COc1ccc(C(C)=O)cc1COC(=O)c1cnc(Cl)c(Cl)c1
3 | -1 | 7 | -4 | -7 | 0.1 | -4 | 8 | -3 | CCCN1CCN(C(=O)C2CCN(c3ncnc4c3nc3n4CCCCC3)CC2)CC1
1 | 0 | 0 | -3 | -1 | 0.9 | 5 | -5 | 11 | O=C(NC1CC1)c1nc(Cn2cc([N+](=O)[O-])cn2)no1
0 | -5 | -2 | -1 | 13 | 2.4 | 7 | 5 | 4 | Cc1onc(-c2ccccc2)c1C(=O)N1CCN(S(=O)(=O)c2ccccc2C(F)(F)F)CC1
2 | 0 | 3 | 0 | -4 | -1.4 | 6 | 5 | 1 | Cc1ccc2c(c1)-c1[nH]c(=S)ncc1CS2
1 | 4 | 10 | -1 | 6 | -0.5 | 3 | 2 | -3 | CNC(=O)c1sc(-c2ccccc2)nc1C
2 | 0 | 1 | 3 | 6 | -0.5 | 12 | 10 | 24* | Cc1nn(Cc2ccc(F)cc2)c(C)c1NC(=O)c1cccnc1Cl
1 | -2 | -10 | -2 | 6 | -0.2 | 7 | -3 | 4 | CC(C)c1ccc(S(=O)(=O)N2CCN(CC(O)CN3CCOCC3)CC2)cc1 (stereo not given)
0 | 2 | -12 | -1 | 5 | 0.7 | 1 | -4 | 2 | Cc1ccccc1CNC(=O)c1ccccc1
1 | -3 | 4 | -2 | -4 | 2.7 | 1 | -2 | 0 | CCc1cc2c(=O)c(-c3ccc4c(c3)OCCO4)coc2cc1OC(=O)c1ccco1
0 | 3 | -47 | -3 | -2 | 0.5 | 2 | -14 | -2 | COc1ccc2nc(NCCO)[nH]c2c1
0 | 8 | 16 | 0 | -1 | -0.6 | 3 | 4 | -3 | COc1ccccc1OCCc1nnc(N)s1
2 | -8 | 13 | -4 | 1 | -0.1 | 12 | 13 | -3 | CN(C)c1ccc(NC(=O)CN2C3CCCC2CC(NC(=O)c2ccccc2)C3)cc1 (stereo not given)
0 | 5 | -7 | 0 | 4 | -0.8 | 8 | -4 | 1 | Cc1nn(-c2ccccc2)c(N2CCCC2)c1/C=N/NC(=S)Nc1cc(C(F)(F)F)ccc1Cl
0 | 6 | -11 | -11 | 0 | 1.7 | 1 | -1 | 2 | CC(C)CC(=O)N1CCC(N2CCN(c3ccccc3)CC2)CC1
0 | -6 | -3 | 0 | 7 | -1.4 | 4 | -1 | -1 | Cn1ccn(CCCCCCn2ccn(C)c2=S)c1=S
3 | -13 | -46 | 8 | 0 | 40 | 13 | -7 | -1 | COc1cc(-c2cc(-c3ccc(N)cc3)[nH]c(=O)c2C#N)cc(OC)c1OC
4 | -9 | 24 | 2 | -1 | 8.4 | 6 | -1 | -8 | O=C(N/N=C/C1CC=CCC1)c1cc2ccccc2cc1O (stereo not given)
2 | -11 | 12 | 3 | 5 | -7.7 | 1 | -4 | 6 | C=CCN1C(=O)/C(=C2\SC(N3CCOCC3)=NC2=O)c2cc(Br)ccc21
9 | -5 | x | 5 | 3 | x | -8 | 11 | -8 | OC(c1ccc(F)c(F)c1)c1nc(-c2ccncc2)cs1 (stereo not given)
0 | -4 | 4 | 0 | 13 | -6.3 | -2 | -3 | 5 | Cc1ccc(S(=O)(=O)N/N=C\c2ccc(Cl)c([N+](=O)[O-])c2)cc1
3 | -3 | -5 | 4 | 5 | 1.6 | 2 | 1 | -5 | O=C(OCc1nnc(-c2ccccc2)o1)C1CCN(C(=O)c2ccc(Cl)cc2)CC1
2 | -4 | 1 | 4 | 9 | -1.5 | 13 | 7 | 8 | C#CCOCCOCCOCCNc1nc(N2CCN(C(=O)[C@H]([C@@H](C)O)n3cc(CCCCN)nn3)CC2)nc(N2CCN(C(=O)[C@H](CCCCN)n3cc(CC(C)O)nn3)CC2)n1 (stereo not given in full)
1 | -4 | -14 | 0 | -3 | -3.8 | 1 | 3 | 6 | COc1ccc(-c2ccc3ccccc3n2)cc1
2 | -9 | 31 | 7 | -1 | 11 | 16 | 7 | 10 | O=C(COC(=O)/C=C/c1cccs1)NC1CC1
2 | -2 | 11 | 3 | -1 | -1.8 | 2 | 9 | 1 | COc1cccc(NC(=O)CN(C)C(=O)C2CC3C=CC2C3)c1 (stereo not given)
1 | -10 | -33 | -4 | 3 | 0.3 | 3 | 1 | -2 | Cc1ccc(-c2cc(C(=O)Nc3cc(C)on3)c3ccccc3n2)cc1
12 | 6 | 1 | -1 | -5 | -0.6 | 2 | 5 | -5 | CCN(CC)S(=O)(=O)c1ccc(N2CC(C(=O)NCCc3c[nH]c4ccccc34)CC2=O)cc1 (stereo not given)
1 | 10 | -20 | -1 | 0 | 8.4 | 13 | 3 | 1 | CC(=O)c1ccccc1Oc1ncnc(N)c1[N+](=O)[O-]
2 | 3 | 34 | 2 | -10 | -1.7 | 4 | 9 | 1 | CC(C)c1ccc(-c2csc(NC(=O)c3cccs3)c2C(=O)O)cc1
1 | 2 | 3 | 0 | -3 | -3.5 | -3 | -2 | 1 | COc1ccc(C2N(c3cccc(Cl)c3)C(=O)C3CCCN32)cc1 (stereo not given)
-1 | -2 | -2 | -3 | -1 | 0.6 | 3 | -11 | 3 | CCCCN(C)CCNC(=O)c1cc(-c2cccnc2)nc2ccc(S(=O)(=O)N3CCC(C)CC3)cc12
0 | -4 | -4 | -1 | -3 | 0.2 | 1 | 4 | -4 | CCOC(=O)C1CCCN(CCC(=O)Nc2cc(OC)ccc2OC)C1 (stereo not given)
2 | -12 | 0 | 1 | 0 | 0.5 | -4 | 1 | -1 | Cc1ccc(C)n1-c1ccc(-c2ccn[nH]2)cc1
0 | -4 | -13 | 2 | 0 | -0.5 | 9 | 2 | 3 | CCCNc1nc2ccccc2n2c(C)nnc12
1 | -2 | 6 | 1 | 6 | -1.3 | 0 | -5 | 2 | O=C(Nc1cccc(S(=O)(=O)NC2=NCCC2)c1)c1cnc(Cl)c(Cl)c1
4 | -5 | 0 | 0 | 5 | -0.3 | 7 | -9 | 3 | Cc1ccc(CNC(=O)CCS(=O)(=O)c2ccc3c(c2)CC(C)N3C(=O)C2CC2)o1 (stereo not given)
13 | 5 | 28 | 3 | -12 | -2.2 | -20 | 9 | -13 | CS(=O)(=O)NCCNc1ccc(Cl)cc1[N+](=O)[O-]
